Compound activity: PubChem BioAssay, several laboratories
AGP1-GFP MLPCN: modulators of AGP1-GFP expression in yeast TOR pathway, primary screen, cell-based, multiplex flow cytometry, S. cerevisiae, MLPCN library | 3 h; GFP as percent of DMSO wells | GFP response vs DMSO, % at 10 µM | hit rate 0.02% among 320,000 | AID 2066, 2009;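 active means GFP response relative to DMSO above a set limit, near screen average plus 3 SD, cut at about 150% in these data; inconclusive means fewer than 70 cells counted for the yeast strain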;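 further: median GFP channel fluorescence of the gated AGP1 strain per well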
MCL1 BIM primary: inhibitors of MCL1 binding to BIM-BH3, primary screen, biochemical, fluorescence polarization. Induced myeloid leukemia cell differentiation protein Mcl-1 (Homo sapiens), Q07820. GST-MCL1 / FITC-Bim-BH3 fluorescence polarization. inhibition, % at 10.9 µM. hit rate 0.68% among 320,000. AID 2057, 2009;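 active means inhibition above the mean inhibition of all tested compounds plus 3 SD, set per campaign, cut at about 40% in these data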;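 further: 0% = DMSO wells and 100% = unlabeled Bim-BH3 peptide control; higher means more loss of mP so more displacement of Bim peptide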
Fam108B counter: mouse Fam108B serine hydrolase inhibitors, primary screen, counter-screen for RBBP9 inhibitor project, biochemical, fluorescence polarization | recombinant Fam108B, FP-Rh probe fluorescence polarization | inhibition, % at 9.51 µM | hit rate 0.33% among 300,000 | AID 1947, 2009;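 active means inhibition above the screen mean inhibition plus 3 SD, computed separately per campaign, cut at about 18% in these data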;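 further: inhibitors lower polarization as less probe binds the enzyme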
GRK2 aptamer HTS: compounds blocking aptamer binding on GRK2 – biochemical, human GRK2, bead flow cytometry, HTS, primary screen; Beta-adrenergic receptor kinase 1 (Homo sapiens), P25098; hit rate 0.59% among 330,000; inhibition of aptamer binding, % at 10 µM; FAM-aptamer displacement from GRK2;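 active means inhibition of aptamer binding above 40%, roughly 3 SD of noise, on plates passing a quality check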;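 further: median bead fluorescence of bound FAM aptamer so fluorescent compounds give negative values; no value below 0 was filed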
Target sequence (P25098 whole entry, looked up): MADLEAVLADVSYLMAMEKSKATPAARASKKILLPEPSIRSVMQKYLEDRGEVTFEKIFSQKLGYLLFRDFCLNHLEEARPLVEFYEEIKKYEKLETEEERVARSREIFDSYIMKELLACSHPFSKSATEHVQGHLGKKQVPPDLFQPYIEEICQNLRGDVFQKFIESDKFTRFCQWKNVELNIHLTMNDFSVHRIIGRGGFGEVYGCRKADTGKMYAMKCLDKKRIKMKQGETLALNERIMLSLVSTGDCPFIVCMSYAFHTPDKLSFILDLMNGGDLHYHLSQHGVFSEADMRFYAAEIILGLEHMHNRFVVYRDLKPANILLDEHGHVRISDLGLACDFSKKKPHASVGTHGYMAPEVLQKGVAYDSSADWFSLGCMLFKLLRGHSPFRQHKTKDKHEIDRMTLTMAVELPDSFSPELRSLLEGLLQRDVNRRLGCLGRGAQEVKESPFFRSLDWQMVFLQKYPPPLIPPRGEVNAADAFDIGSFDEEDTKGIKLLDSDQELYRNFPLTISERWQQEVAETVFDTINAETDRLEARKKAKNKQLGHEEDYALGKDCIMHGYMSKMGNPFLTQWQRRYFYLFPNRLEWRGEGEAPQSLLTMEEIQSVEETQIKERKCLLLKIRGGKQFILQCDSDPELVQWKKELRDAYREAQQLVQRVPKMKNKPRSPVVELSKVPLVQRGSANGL
VLA-4 inh: inhibition in human VLA-4 binding assay, primary screen, VLA-4 allosteric modulator project, MLPCN library, flow cytometry, VLA-4 expressing cells. Integrin alpha-4 (Homo sapiens), P13612. ligand binding flow cytometry. inhibition, % (about 7 µM as worked out from the volumes in the protocol). hit rate 0.2% among 330,000. AID 2557, 2010; in the data active means inhibition above about 50%
Bcl-xL primary: inhibitors of human Bcl-xL, primary screen, biochemical, fluorescence polarization, HTS; Bcl-2-like protein 1 (Homo sapiens), Q07817; GST-Bcl-xL / FITC-Bim BH3 peptide fluorescence polarization; inhibition, % at 10.9 µM; hit rate 0.7% among 320,000; AID 2129, 2009;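 active means inhibition above the mean of all tested compounds plus 3 SD, cutoff set per campaign, cut at about 30% in these data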;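 further: 0% = DMSO wells and 100% = unlabeled Bim-BH3 peptide competitor; inhibitors lower millipolarization by displacing the labeled peptide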
Target sequence (Q07817 whole entry, looked up): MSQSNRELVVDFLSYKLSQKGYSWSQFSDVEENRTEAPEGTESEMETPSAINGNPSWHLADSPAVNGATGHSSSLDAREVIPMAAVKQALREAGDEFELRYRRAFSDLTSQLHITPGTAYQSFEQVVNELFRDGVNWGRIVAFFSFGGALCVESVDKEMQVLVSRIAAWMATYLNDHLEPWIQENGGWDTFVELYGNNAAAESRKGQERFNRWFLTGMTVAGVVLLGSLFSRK
CIT2-GFP yeast: modulators of CIT2-GFP expression in yeast, primary screen, S. cerevisiae, GFP fusion, multiplex flow cytometry, MLPCN library; GFP response vs DMSO, % at 10 µM; AID 2029, 2009; S. cerevisiae CIT2-GFP strain, 3 h; 100 means same as DMSO wells; hit rate 0.065% among 320,000;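 active means GFP response relative to DMSO above a set limit, near the screen mean plus 3 SD, cut at about 150% in these data; inconclusive means Fewer than 70 cells measured for a yeast strain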;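 further: ratio of well median GFP fluorescence to mean of DMSO wells on the plate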
MEX-5 binding: MEX-5 zinc finger RNA-binding disruptors – biochemical, C. elegans, fluorescence polarization, MLPCN library, primary screen; hit rate 0.38% among 300,000; MEX-5/FITC-TCR2 RNA binding; hits give low values; activity score (negative = inhibition of binding), % at 10 µM; Zinc finger protein mex-5 (Caenorhabditis elegans), Q9XUB2; AID 1832, 2009;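 active means inhibition past about -25% in most replicates, and total fluorescence under double the plate's negative control median, limit read from the data; inconclusive means replicates evenly split on the limit, or fluorescence at least double controls; inactive means too little inhibition in most replicates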;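 further: 0% = DMSO and -100% = 5 µM competing unlabeled TCR2 RNA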
GLD-1 TGE inh: GLD-1/TGE RNA complex disruptors, primary screen, biochemical, fluorescence polarization; Female germline-specific tumor suppressor gld-1 (Caenorhabditis elegans), Q17339; purified GLD-1 + fluorescein TGE RNA; inhibition, % at 5.96 µM; hit rate 0.44% among 320,000; AID 2280, 2010;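 active means percent inhibition above a per-plate cutoff, the plate mean of test compounds plus 3 SD, cut at about 30% in these data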;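 further: 0% = DMSO wells with GLD-1 and probe and 100% = wells lacking GLD-1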
* hit, by the source's call; ? = inconclusive; · = not tested or not shown; [ ] = another dose, or the depositor's remark. This is a random part of the collection; any-hit rate near 2.2%.

The first ten entries (preview)
SMILES | AGP1-GFP MLPCN | MCL1 BIM primary | Fam108B counter | GRK2 aptamer HTS | VLA-4 inh | Bcl-xL primary | CIT2-GFP yeast | MEX-5 binding | GLD-1 TGE inh
CN1CCc2c1nc1ccccc1c2N (tested in a mixture with another compound) | 102 | 2 | 1 | 2 | -12 | 4 | 111 | 0.3 | 0
O=C(COC(=O)c1ccccc1NCCO)NCC1CCCCC1 | 106 | -12 | · | 0 | -10 | -5 | 104 | · | 1
Cc1cc2ccccc2n2c(SCC(=O)N3CCOCC3)nnc12 | 96 | -12 | -3 | 4 | 12 | -2 | 98 | -0.2 | -3
Cc1cccc(-n2c(SCCC(=O)O)nnc2-c2cccs2)c1C | 99 | 0 | 12 | 0 | 10 | -1 | 93 | 3.2 | 0
O=C(CSc1nnc(NC2CC2)s1)c1ccc[nH]1 | 114 | · | · | 1 | 9 | · | 98 | · | 4
COC(=O)c1cc(OC)c(OC)cc1NC(=O)CCc1ccc(C)o1 | 106 | -5 | -1 | 2 | 2 | 1 | 108 | 0.2 | 6
CCCc1nnc(SCC(=O)N2CCCC(C)C2)n1CC1CCCO1 (centres undefined) | 108 | 2 | 6 | 2 | -3 | 0 | 113 | -0.7 | -6
O=c1c2ccccc2oc2nc(-c3cccs3)n(CCc3ccccc3)c(=O)c12 | 96 | 15 | 1 | 0 | 21 | 9 | 100 | 0.7 | -1
CN(CC(=O)Nc1ccc(Cl)cc1)CC(=O)Nc1cc(Cl)ccc1C#N | 90 | 8 | -2 | 2 | 27 | 2 | 91 | -7.0 | 1
Cc1cc(C(F)(F)F)n2nc(-c3cnn(C)c3C(F)(F)F)c(Br)c2n1 | 102 | 6 | 5 | 1 | 10 | 6 | 103 | -2.9 | 3

All compounds of this part, repeating the preview:
SMILES | AGP1-GFP MLPCN | MCL1 BIM primary | Fam108B counter | GRK2 aptamer HTS | VLA-4 inh | Bcl-xL primary | CIT2-GFP yeast | MEX-5 binding | GLD-1 TGE inh
CN1CCc2c1nc1ccccc1c2N (tested in a mixture with another compound) | 102 | 2 | 1 | 2 | -12 | 4 | 111 | 0.3 | 0
O=C(COC(=O)c1ccccc1NCCO)NCC1CCCCC1 | 106 | -12 | · | 0 | -10 | -5 | 104 | · | 1
Cc1cc2ccccc2n2c(SCC(=O)N3CCOCC3)nnc12 | 96 | -12 | -3 | 4 | 12 | -2 | 98 | -0.2 | -3
Cc1cccc(-n2c(SCCC(=O)O)nnc2-c2cccs2)c1C | 99 | 0 | 12 | 0 | 10 | -1 | 93 | 3.2 | 0
O=C(CSc1nnc(NC2CC2)s1)c1ccc[nH]1 | 114 | · | · | 1 | 9 | · | 98 | · | 4
COC(=O)c1cc(OC)c(OC)cc1NC(=O)CCc1ccc(C)o1 | 106 | -5 | -1 | 2 | 2 | 1 | 108 | 0.2 | 6
CCCc1nnc(SCC(=O)N2CCCC(C)C2)n1CC1CCCO1 (centres undefined) | 108 | 2 | 6 | 2 | -3 | 0 | 113 | -0.7 | -6
O=c1c2ccccc2oc2nc(-c3cccs3)n(CCc3ccccc3)c(=O)c12 | 96 | 15 | 1 | 0 | 21 | 9 | 100 | 0.7 | -1
CN(CC(=O)Nc1ccc(Cl)cc1)CC(=O)Nc1cc(Cl)ccc1C#N | 90 | 8 | -2 | 2 | 27 | 2 | 91 | -7.0 | 1
Cc1cc(C(F)(F)F)n2nc(-c3cnn(C)c3C(F)(F)F)c(Br)c2n1 | 102 | 6 | 5 | 1 | 10 | 6 | 103 | -2.9 | 3
O=C(CSc1ccc(-c2ccccn2)nn1)Nc1ccccc1 | 87 | 4 | -3 | 0 | 9 | 2 | 94 | -1.5 | 1
CC(=O)c1ccccc1-c1csc2ncnc(Sc3nnnn3C)c12 | 97 | 10 | · | 1 | -20 | 8 | 101 | · | 3
CC(=O)Nn1c(-c2ccccc2)cc2ccccc21 | 102 | 2 | 4 | 2 | -5 | -3 | 92 | 0.0 | -4
CCOC(=O)C1=C(C)NC(C)=C(C(=O)OCC)C1c1cn(-c2ccccc2)nc1-c1ccco1 | 103 | -2 | 1 | 3 | -2 | -2 | 95 | -3.0 | -9
CCOC(=O)C1(Cc2cccc(OC)c2)CCCN(Cc2nccn2CC)C1 (centres undefined) | 92 | -10 | 1 | 0 | 2 | -1 | 88 | -0.4 | -4
CC(=O)Nc1c(O)nc(SCC(=O)Nc2ccc(C(C)=O)cc2)[nH]c1=O | 97 | 16 | -1 | 0 | 18 | 5 | 97 | 2.1 | 4
CCC(C)(C(=O)NC1CCCC1)N(CC1CCCO1)C(=O)c1ccc2c(c1)OCO2 (centres undefined) | 102 | 1 | 0 | 1 | 5 | 3 | 106 | 0.9 | 8
Cn1cccc1C(=O)NC(=O)COC(=O)c1cc([N+](=O)[O-])ccc1Cl | 107 | 6 | 2 | 0 | 17 | 1 | 86 | 4.9 | 9
Cn1cc(/C=N/n2cnc3scc(-c4ccccc4)c3c2=O)c2ccccc21 | · | 5 | -5 | 0 | -2 | 4 | 89 | 2.6 | 4
O=C(CSc1nnc(CNC(=O)c2cccc(C(F)(F)F)c2)o1)NC1CCCCC1 | 99 | 1 | 0 | 0 | 20 | 2 | 95 | -2.1 | 8
Cc1ccc2nc(N3C(=O)C(O)=C(C(=O)c4ccco4)C3c3cccs3)sc2c1 (centres undefined) | 101 | 23 | -8 | 3 | -19 | 7 | 91 | -3.9 | -5
CS(=O)(=O)N(CCc1ccccc1)CC(=O)N1CCN(Cc2ccccc2)CC1 | 106 | 13 | -3 | 2 | -2 | 6 | 92 | 0.0 | -3
C=CCNC(=O)/C=C/c1c(F)cccc1Cl | 98 | -3 | 0 | 5 | 22 | 2 | 92 | 3.1 | 6
O=C(CCNS(=O)(=O)c1cccc2nonc12)NC1CCCCC1 | 93 | 3 | -1 | 1 | 12 | 3 | · | -0.3 | 1
Cc1cccc2sc(NC(=O)C3CC3)nc12 | 98 | · | · | 1 | -12 | · | 100 | 3.0 | ·
CCOc1ccc(N2C(=O)/C(=C/c3cccs3)N(CC(=O)OC)C2=S)cc1 | 104 | 0 | 0 | 1 | 2 | 2 | 101 | -3.7 | 2
Cc1cccc(Nc2nc3c(s2)CCCC3)c1 | 87 | 2 | 7 | 2 | 11 | 2 | 90 | -0.4 | 12
CCc1ccccc1NC(=S)N1CCN(c2cccc(OC)c2)CC1 | 98 | 11 | -3 | 3 | 11 | 4 | 106 | -1.2 | 4
COc1ccc(-c2cc(=O)oc3cc(OC(=O)C4CCCCC4)c(Cl)cc23)cc1 | 95 | -5 | 2 | 2 | -15 | -1 | 97 | -1.3 | -3
COc1ccc(CCN2C(=NC(=O)CC(C)C)SC3CS(=O)(=O)CC32)cc1OC (centres undefined) | 96 | 4 | -1 | 3 | 9 | 1 | 95 | -0.1 | -2
O=C(NCC1CC1)[C@@H]1C[C@H]1[C@@H](NP(=O)(c1ccccc1)c1ccccc1)c1ccccc1 | 94 | 8 | 1 | 5 | 8 | 5 | 83 | -4.1 | -5
CCOc1cc(Br)c(CC(=O)NC2CCCCCC2)cc1OCC | 104 | -14 | 0 | 2 | 1 | -10 | 106 | -1.4 | -7
CN1C(=O)c2ccc(NC(=O)CCS(=O)(=O)c3ccccc3)cc2C1=O | 101 | 3 | 0 | 0 | 10 | -1 | 93 | -1.1 | 6
COc1ccccc1/C=N/OC(=O)c1ccc(F)cc1 | 96 | 2 | 3 | 2 | 0 | -2 | 88 | 2.3 | 9
O=C(COC(=O)C1CC(=O)N(Cc2ccccc2)C1)Nc1ccc(Cl)cc1F (centres undefined) | 94 | -8 | -2 | 0 | 2 | -1 | 90 | -0.4 | -2
CC(C(=O)Nc1ccc(O)cc1C(=O)O)N1C(=O)/C(=C\c2cccs2)SC1=S (centres undefined) | 115 | 58* | 6 | 3 | -8 | 28 | 104 | -9.2 | -6
COC(=O)c1c(NC(=O)c2cccnc2Cl)sc(C(=O)N(C)C)c1C | 101 | 9 | -5 | 0 | -2 | 8 | 96 | 1.1 | 3
COc1ccc(-c2nnc(SCC(=O)Nc3ccc(C(=O)O)cc3)n2-c2ccc(Cl)cc2)cc1 | 30[may fluoresce violet] | · | · | 1 | 21 | · | ? | 1.0 | ·
CC(C)=C1C2CCC1C(C(=O)Nc1cc(C)cc(C)c1)C2C(=O)O (centres undefined) | 95 | 9 | -4 | 2 | -4 | 7 | 94 | 1.2 | 0
CC1(OC(=O)c2ccc(Cl)nc2)C(=O)C=C2C=C(c3ccc(C#N)cc3)OC=C2C1=O (centres undefined) | 106 | 17 | 12 | 2 | -9 | 19 | 95 | ? | 17
C=CCNC(=O)c1ccc2c(=O)n(CCCN3CCCC3=O)c(=S)[nH]c2c1 | 101 | -9 | -1 | 0 | -4 | -1 | 98 | -2.0 | 1
CCCC(=O)Nc1cc(S(=O)(=O)N(CC)CC)ccc1Cl | 91 | 6 | -2 | 11 | 9 | 3 | 92 | 2.6 | 6
O=C(/C=C/NNC(=O)c1ccccc1O)c1ccccc1 | 92 | 12 | 4 | · | 0 | 6 | 100 | -1.2 | 4
COc1cc(C2C(C(=O)OC(C)C)=C(C)Nc3ncnn32)cc(OC)c1OC (centres undefined) | 91 | 4 | -1 | 0 | 17 | 4 | 97 | -1.3 | 4
COCCn1c(SCC(=O)Nc2ccc3c(c2)OCCO3)nnc1-c1ccncc1 | 103 | · | · | 0 | -2 | · | 123 | · | -1
CC1(C)CC(=O)C2=C(C1)OC1=C(C(=O)CC(C)(C)C1)C2(C)C | 96 | -2 | -5 | 1 | 7 | 1 | 96 | 3.3 | -10
CC(C)C(NC(=O)c1ccc(C(C)(C)C)cc1)C(=O)NCC1(N(C)C)CCCCC1 (centres undefined) | 101 | 2 | -1 | 0 | 14 | 5 | 96 | 1.2 | 7
Cn1c(=O)[nH]c(=O)c2c1nc(Br)n2CC(O)c1ccccc1 (centres undefined) | 111 | 5 | 1 | 0 | 0 | 4 | 108 | -1.8 | -5
CC(=O)C(Sc1nc(N(C)C)nc(N(C)C)n1)C(=O)Nc1ccccc1 (centres undefined) | 91 | 0 | -1 | 0 | -2 | 1 | · | 2.1 | -1
